# Lipid storage S3: qHTS Assay for Lipid Storage Modulators in Drosophila S3 Cells; Drosophila S3 cells, BODIPY lipid droplet fluorescence, 18-24 h; cells fed with added oleic acid; lipid storage change, negative = inhibition, % at the top dose, mostly 46.1 µM; hits show Potency in µM; 320,000 tested, 0.64% active; AID 2685; active = well fitted inhibition curve with a large enough effect in the signal ratio, with a control signal flat, not every such curve was filed as active; inconclusive = small, poorly fitted or top-dose-only effect, or effect the other way, or a change in a side signal; the % refers to the signal ratio
#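 Drosophila S3 cells loaded with oleic acid (400 uM, as added) and compounds at several concentrations; lipid droplets imaged by 488-nm laser-scanning cytometry, 500–530 nm intensity and object ratio to cell channel. Percent activity normalized to 20 uM Triacsin C.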
# Lipid storage S3 cell count max: recorded beside Lipid storage S3, whose call it bears; cell number change, %; measured here: cell count max response;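 cells counted by Cell Tracker Red CMTPX staining in the red channel; peak over a dose series mostly up to 46.1 µM; percent activity relative to internal control wells on each plate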
# * hit, by the source's call; i = inactive; ? = inconclusive; . = no result given. % is scaled to controls: 0 for no effect and ±100 for the full control effect; potency is read from the fitted curve at half-maximal effect. This is a subset, so the mix of outcomes need not match the whole.
# Sample of the layout (4 entries):
nr	compound	Lipid storage S3	Lipid storage S3 cell count max
1	Cc1ccc(-n2c(O)c(C=Nc3ccc(Br)cn3)c(=O)[nH]c2=O)cc1	?	.
2	O=C(Cn1cc(C(=O)c2ccccc2F)c2ccccc21)NC1CC1	?	.
3	C[N+]12CCC(CC1)C(C#N)(N1CCOCC1)C2 (stereo not given)	?	.
4	CCCCCCC(C)(C)c1ccc([C@@H]2C[C@H](O)CC[C@H]2CCCO)c(O)c1	?	.

# Results (from the top)
nr	compound	Lipid storage S3	Lipid storage S3 cell count max
1	Cc1ccc(-n2c(O)c(C=Nc3ccc(Br)cn3)c(=O)[nH]c2=O)cc1	?	.
2	O=C(Cn1cc(C(=O)c2ccccc2F)c2ccccc21)NC1CC1	?	.
3	C[N+]12CCC(CC1)C(C#N)(N1CCOCC1)C2 (stereo not given)	?	.
4	CCCCCCC(C)(C)c1ccc([C@@H]2C[C@H](O)CC[C@H]2CCCO)c(O)c1	?	.
5	Cc1ccc2c(c1)=C/C(=C\c1c(O)[nH]c(=O)[nH]c1=O)C(=O)N=2	-8%	-8
6	COc1ccc(C(=O)N2C[C@H]3C[C@@H](C2)c2cccc(=O)n2C3)cc1OC	7%	4
7	Nc1c(C(=O)NCCc2ccccc2)c2nc3ccccc3nc2n1CCN1CCOCC1	?	.
8	O=C1NC(=S)N(c2ccc(Br)cc2)C(=O)/C1=C/N1CCN(C(=O)c2ccco2)CC1	?	.
9	CN(C)P(=S)(Nc1ccccc1)C(Cl)(Cl)Cl (stereo not given)	?	.
10	O=C(c1ccccc1)c1ccccc1N=Cc1c(O)[nH]c(=O)[nH]c1=O	12%	5
11	CN(C)C(Cc1ccccc1)C(=O)c1c[nH]c2ccccc12 (stereo not given)	4%	3
12	CC(N)C(=O)c1ccco1 (stereo not given)	3%	-5
13	CCN(CC)C(=O)c1ccc2c(c1)C1C(Cl)C(Sc3ccccc3[N+](=O)[O-])CC1C(C(=O)O)N2 (stereo not given)	-2%	0
14	COc1ccc(-c2nc(CS(=O)CC(=O)N3CCC4(CC3)OCCO4)c(C)o2)cc1 (stereo not given)	3%	18
15	COC(=O)C1=C(c2ccc(OC)c(OC)c2)C[C@@H]2CC[C@H]1N2C(=O)NCc1ccco1	?	.
16	CN1c2ccc([N+](=O)[O-])cc2CC2(C(=O)NC(=O)NC2=O)C1c1ccccc1 (stereo not given)	?	.
17	Cc1nn(Cc2ccccc2)c(C)c1C(=O)OCC(=O)Nc1cc(S(C)(=O)=O)ccc1Cl	?	.
18	CC12CC[C@H]3[C@@H](CCC4(O)C[C@H](O)CCC34/C=N/NC(=O)c3ccccc3O)C1(O)CCC2C1=CC(=O)OC1 (stereo not given in full)	?	.
19	Cn1c(O)c(/C=N/NC(=O)c2ccncc2)c(=O)[nH]c1=S	?	.
20	COc1cc(N2CCOCC2)ccc1/C=C1\C(=O)NC(=O)N(C2CCCCC2)C1=O	-8%	-4
21	COc1ccc(C(=O)N2CCCC2=O)cc1	-10%	12
22	C#CCOc1ccc2c(c1)c(C(C)=O)c(C)n2Cc1ccccc1	10%	11
23	COc1ccc(C2NCCc3[nH]cnc32)cc1 (stereo not given)	15%	16
24	CC(=O)c1cccc(NC(=O)N2C[C@H]3C[C@@H](C2)c2cccc(=O)n2C3)c1	?	.
25	CN1CCC(=O)N(CCN=[N+]=[N-])CC1	?	.
26	CCC(=O)c1cn(Cc2ccccc2C#N)c2ccccc12	?	.
27	CCOc1ccc(Cl)cc1CNCCc1ccccc1F	9%	-18
28	O=S(=O)(c1ccc(Cl)cc1)N1CC1c1ccccc1 (stereo not given)	?	.
29	Cc1cc(NC(=O)COC(=O)c2c(C)nn(Cc3ccccc3)c2C)no1	?	.
30	C=CCN(CC=C)C(=O)Nc1ccc(OCC)cc1	10%	8
31	COc1ccc(N2C(=O)NC(=O)/C(=C/c3ccc([N+](=O)[O-])s3)C2=O)cc1	-2%	1
32	O=C(COC(=O)Cc1ccccc1)Nc1ccc(F)cc1	?	.
33	NS(=O)(=O)c1ccc(N=Nc2c(O)[nH]c(=S)[nH]c2=O)cc1	-4%	-4
34	O=C(c1cc(S(=O)(=O)N2CCOCC2)ccc1F)N1CCC2(CC1)OCCO2	?	.
35	CN1CCN(c2c(N)c(=O)oc3ccccc23)CC1	?	.
36	CCN(CC)CCN1Cc2ccccc2C1=N	17%	2
37	N#Cc1cc2c(nc1SCC(=O)Nc1cc(Cl)cc(Cl)c1)C1CCN2CC1	12%	3
38	CC(=NCCCn1ccnc1)c1c(O)n(-c2ccccc2)c(=O)[nH]c1=O	17%	.
39	O=C1CN(O)C(c2ccccc2)=c2cc(Br)ccc2=N1	?	.
40	CCN1CCN(C(=O)Cc2ccc(C)cc2)CC1	?	.
41	CCOP(=O)(OCC)C(NC(=O)CC(C)C)C(Cl)(Cl)Cl (stereo not given)	?	.
42	O=C(NCc1ccc(C(=O)N2CCC3(CC2)OCCO3)cc1)c1cccc(Br)c1	?	.
43	Nc1c(C(=O)NCc2ccco2)c2nc3ccccc3nc2n1CCN1CCOCC1	?	.
44	Cc1cc(C=C2C(=O)NC(=O)NC2=O)c(C)n1-c1ccc2c(c1)OCO2	8%	1
45	CSC(=Nc1ccccc1)c1c(O)n(C)c(=O)n(C)c1=O	?	.
46	CC(=NCCN1CCOCC1)c1c(O)n(Cc2ccccc2)c(=O)[nH]c1=O	i	-25
47	C/C(=N\Nc1ccccc1)c1c(O)n(C)c(=O)n(C)c1=O	?	.
48	O=C1NC(=O)C(=CN2CCc3ccccc32)C(=O)N1	?	.
49	CCOc1cc(/C=C2/C(=O)NC(=O)N(c3ccc(CC)cc3)C2=O)ccc1OC(=O)c1cccs1	-5%	.
50	Cn1c(O)c(C=NCCOc2ccc(Cl)cc2)c(=O)n(C)c1=O	?	.

# One compound at a time (already shown). Screens in order: Lipid storage S3, Lipid storage S3 cell count max
# CCOc1ccc(Cl)cc1CNCCc1ccccc1F in the list: 9%, -18
# Cc1cc(NC(=O)COC(=O)c2c(C)nn(Cc3ccccc3)c2C)no1 in the list: ?, .
# CN1CCN(c2c(N)c(=O)oc3ccccc23)CC1 in the list: ?, .
# CC(=NCCN1CCOCC1)c1c(O)n(Cc2ccccc2)c(=O)[nH]c1=O in the list: i, -25
# NS(=O)(=O)c1ccc(N=Nc2c(O)[nH]c(=S)[nH]c2=O)cc1 in the list: -4%, -4

# Next section
nr	compound	Lipid storage S3	Lipid storage S3 cell count max
51	CCCCCCN1CCN(c2ccccc2Cl)CC1	?	.
52	CCOC(=O)N(c1ccccc1)P1(=S)OCC(C)O1 (stereo not given)	?	.
53	COC(=O)C(O)(c1ccc(N=Cc2ccccc2O)c(C)c1)C(F)(F)F (stereo not given)	?	.
54	Cn1cc(C(=O)OCC(=O)Nc2ccccc2Cl)c2ccccc21	-8%	.
55	Brc1ccc2[nH]cc(/C=N/N3CCCCC3)c2c1	?	.
56	O=[N+]([O-])c1ccc(N2CCCNCC2)c2ncccc12	-7%	12
57	O=c1c2ccccc2[nH]c(=S)n1-c1cccnc1	6%	2
58	CN(C)CP(=O)(O)CN(C)C=O	?	.
59	COc1ccc(OCC(=O)N2CCN(Cc3ccc(SC)cc3)CC2)cc1	-4%	5
60	Clc1ccc2c(c1)C(OC1CN3CCC1CC3)c1ccccc1CS2 (stereo not given)	?	.
61	Cc1cccc(NP(=O)(Oc2ccccc2F)Oc2ccccc2F)c1	?	.
62	CCc1nc2ccc(N3CCN(C)CC3)cc2nc1CC	?	.
63	CCOC(=O)c1ccc(NC(=O)CCn2c(=O)oc3ccccc32)cc1	?	.
64	Cc1ccc(NS(=O)(=O)c2ccc(OCC(=O)N3CCN(C)CC3)cc2)cc1	-14%	0
65	S=C(c1ccc(Cl)cc1)N1CCOCC1	?	.
66	CCOC(=O)c1[nH]c(C)c(C(=O)N2CCC3(CC2)OCCO3)c1C	i	13
67	Nc1c(Cl)cc([N+](=O)[O-])cc1Cl	?	.
68	Clc1ccccc1C1NCc2ccccc2-n2cccc21 (stereo not given)	-1%	.
69	COP(=O)(CN(Cc1ccccc1)C(=S)Nc1c(C)cccc1C)OC	?	.
70	Cc1ccc(NC2=NCCCS2)c(C)c1C	?	.
71	CN1C(=O)C(=Cc2ccccc2OS(=O)(=O)c2ccccc2)C(=O)N(C)C1=O	?	.
72	CCOC(=O)C(C)Oc1cc(C)cc2oc(=O)c3c(c12)CCCC3 (stereo not given)	?	.
73	Cc1ccc(C2=CCNCC2)cc1	0%	21
74	Cc1ccc(C2=NCC(=O)N(CC(=O)N3CCCCC3)c3sc(C)c(C)c32)cc1	-14%	0
75	C/C=C(\C)C(=O)N[C@@H](c1ccccc1)[C@@H](O)C(=O)O[C@H]1C[C@@]2(O)[C@@H](OC(=O)c3ccccc3)C3[C@](C)(C(=O)[C@H](O)C(=C1C)C2(C)C)[C@@H](O)C[C@H]1OC[C@@]31OC(C)=O (stereo not given in full)	?	.

# Individual results from the list:
# Lipid storage S3, entry 31 reads -2%
# Lipid storage S3, entry 73 reads 0%
# Lipid storage S3 cell count max, entry 10 reads 5

# Remaining list, next part:
nr	compound	Lipid storage S3	Lipid storage S3 cell count max
76	c1ccc2c(c1)CNc1ccccc1O2	?	.
77	CCOP(=O)(OCC)C(NC(=O)NC)C(N)=O (stereo not given)	-18%	1
78	O=C(N/N=C/c1c(O)n(C2CC2)c(=S)[nH]c1=O)c1ccccc1O	?	.
79	C[C@]12CCC(=O)C=C1CC[C@@H]1C2[C@H](O)C[C@]2(C)C(=O)CCC12 (stereo not given in full)	?	.
80	COC(=O)C1=C(c2ccc(OCc3ccccc3)cc2)C[C@@H]2CC[C@H]1N2C(=O)NCc1ccc(OC)c(OC)c1	?	.
81	CCCCNC(=O)c1c(N)n(CCCOC)c2nc3ccccc3nc12	?	.
82	CN(C)P(=O)(C(Cl)=C(N1CCCCC1)N1CCCCC1)N(C)C	?	.
83	COc1cccc(CC(=O)N(C)C2CCCN(Cc3ccccc3F)C2)c1 (stereo not given)	i	-11
84	COc1ccc(NC(=O)C2C3CCC(O3)C2C(=O)O)c(OC)c1 (stereo not given)	i	-2
85	CSc1ncc(Cl)c(C(=O)O)n1	-13%	21
86	Cc1cc(C(=O)OCC(=O)Nc2ccc(F)cc2F)c(C)n1C1CC1	?	.
87	Cc1nn(Cc2ccccc2)c(C)c1C(=O)NCc1ccccc1F	5%	2
88	O=C(O)c1ccc(N=Cc2c(O)[nH]c(=O)[nH]c2=O)cc1	-22%	-23
89	CCOP(=O)(OCC)/C(C#N)=C/c1ccoc1	-4%	13
90	COC(=O)C1=C(c2ccc(-c3ccccc3)c(F)c2)C[C@@H]2CC[C@H]1N2C(=O)NCCOc1ccc(OC)cc1	?	.
91	O=C(CCN1CCOCC1)NCC(=O)Nc1ccc(Br)cc1C(=O)c1ccccc1	i	8
92	O=C(CCNC(=O)N1C[C@H]2C[C@@H](C1)c1cccc(=O)n1C2)Nc1ccc(F)cc1	-11%	-15
93	O=C1CCCN1CC#CCN1CCCC1	?	.
94	c1ccc(C2OCCN3CCCCC23)cc1 (stereo not given)	?	.
95	CSc1ccc(C(=O)C2CCCN(C)C2)cc1 (stereo not given)	-1%	10
96	Cc1ccc(-c2nc(CS(=O)CC(=O)N3CCC4(CC3)OCCO4)c(C)o2)cc1 (stereo not given)	i	.
97	Cc1nn(Cc2ccccc2)c(C)c1C=C1C(=O)NC(=O)NC1=O	?	.
98	COC(=O)C1=C(c2ccc(F)cc2OCc2ccccc2)C[C@@H]2CC[C@H]1N2C(=O)NCc1ccccc1OC	i	-15
99	CCOc1ccc(N=Cc2c(O)n(-c3ccc(C)c(C)c3)c(=O)[nH]c2=O)cc1	?	.
100	CN1CCN(Cc2nc3ccccc3c(=O)[nH]2)CC1	29µM*	-23*
101	COC(=O)C1=C(N)Oc2c(c(=O)oc3ccccc23)C1c1cccnc1 (stereo not given)	?	.
102	O=C(COc1ccccc1)N1CCN(C2CCCC2)CC1	-5%	2
103	CCC(=Nc1ccc(OC)cc1OC)c1c(O)[nH]c(=O)[nH]c1=O	?	.
104	CCCCP(=O)(O)CCC(=O)O	?	.
105	Cc1ccc(S(=O)(=O)N(C)c2ccc(C(=O)NCC3(N(C)C)CCCCC3)cc2)cc1	?	.
106	O=c1cccc2n1CC1CC2CN(Cc2c(F)cccc2Cl)C1 (stereo not given)	?	.
107	COc1ccc(CNCCc2ccc(Cl)cc2Cl)cc1	?	.
108	O=C1NC(=O)C(=Cc2ccc(-c3cc(Cl)ccc3[N+](=O)[O-])o2)C(=O)N1	i	.
109	CC(C)CCn1c(=O)c(C(=O)NCc2ccc3c(c2)OCO3)c(O)c2ccccc21	?	.
110	COc1ccc2nc(NC(=O)CCc3nc(C4=CCN(C)CC4)no3)sc2c1	?	.
111	COP(=S)(OC)SCN1C(=O)c2ccccc2C1=O	?	.
112	COP(=O)(OC)C(NC(=O)C(C)(C)C)=C(Cl)Cl	?	.
113	CN1CCN(c2ccc(NC(=O)C(C)(C)C)cc2)CC1	-6%	-9
114	O=C1NC(=O)N(c2ccccc2)C(=O)/C1=C\c1ccc([N+](=O)[O-])o1	4%	18
115	C[C@H]1CC[C@H]2NCCN[C@H]2C1	13%	1
116	Cc1ccc(NC(=O)c2ccc(C)c(S(=O)(=O)N3CCCCC3)c2)nc1	?	.
117	Cc1cc(OCC(=O)N2CCC(C(=O)O)(c3ccccc3)CC2)c2c(C)c(C)c(=O)oc2c1	?	.
118	C=CCn1c(O)c(C(C)=NCc2cccnc2)c(=O)[nH]c1=O	i	.

# Compound activity deposited in PubChem BioAssay by National Center for Advancing Translational Sciences (NCATS).
